Source: PubChem (several laboratories)
GPR7 antagonist = GPR7 receptor antagonists, primary screen, cell-based, fluorescence, single concentration. Neuropeptides B/W receptor type 1 (Homo sapiens), P48145. GPR7-expressing cells, fluorescence antagonist assay. inhibition, % at 4.4 µM. 1.1% of 290,000 active; in the data active means inhibition above about 16%, passing the limit was not always enough;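 further: cells stimulated with the agonist NPW; 0% = agonist with vehicle and 100% = vehicle without agonist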
MEKK2 WT-MEK5 = modulators of MEK5 binding to wildtype MEKK2, primary screen, biochemical, multiplex bead flow cytometry, Alexa488-MEK5; AID 1531, 2009; 1.1% of 290,000 active; Alexa488-MEK5 binding to MEKK2 WT; actives lie on both sides; binding response (% of control), % at 10 µM; in the data active means binding response below about 67% or above about 130%
M18AAP inhibitor = PfM18AAP inhibitors, malaria aminopeptidase, primary screen, biochemical, QFRET, recombinant enzyme; M18 aspartyl aminopeptidase (Plasmodium falciparum 3D7); H-Glu-NHMec fluorogenic cleavage; inhibition, % at 7.35 µM; 1.2% of 290,000 active;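 active means inhibition above the campaign mean inhibition over all tested compounds plus 3 SD, cut at about 28% in these data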;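 further: 0% = plate median of test compound wells and 100% = 2 mM ZnCl2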
OXTR ag = human OXTR agonists, primary screen, fluorescence, CHO-OTR cells, Fluo-8 calcium; Oxytocin receptor (Homo sapiens), P30559; Fluo-8 calcium fluorescence; normalized: DMSO 0%, oxytocin 100%; activation, % at 3 µM; 0.32% of 320,000 active;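 active means activation above the mean of all tested compounds plus 3 SD, cutoff set per screening run, cut at about 20% in these data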;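 further: peak over basal fluorescence ratio from a 100 s FLIPR kinetic read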
Target sequence (P30559 whole entry, looked up): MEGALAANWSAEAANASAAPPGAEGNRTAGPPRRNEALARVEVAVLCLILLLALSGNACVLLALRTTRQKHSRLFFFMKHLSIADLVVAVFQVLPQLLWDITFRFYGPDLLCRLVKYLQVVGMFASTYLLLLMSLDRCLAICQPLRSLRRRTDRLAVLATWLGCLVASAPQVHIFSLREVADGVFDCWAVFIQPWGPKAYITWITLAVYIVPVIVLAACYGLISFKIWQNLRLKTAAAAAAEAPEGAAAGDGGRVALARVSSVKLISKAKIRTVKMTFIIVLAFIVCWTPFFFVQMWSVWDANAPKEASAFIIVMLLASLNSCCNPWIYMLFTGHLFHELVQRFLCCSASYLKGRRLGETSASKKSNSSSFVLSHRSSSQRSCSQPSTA
OXTR potentiate = human OXTR potentiators, primary screen, fluorescence, CHO-OTR cells, Fluo-8 calcium. Fluo-8 calcium fluorescence, potentiator mode; 0% = oxytocin EC15, 100% = EC100. 0.061% of 320,000 active. activation, % at 3 µM. AID 2445, 2010;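 active means activation above that plate's cutoff, the mean activation of tested compounds plus 3 SD, cut at about 6.6% in these data, passing the limit was not always enough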;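 further: 100% uses oxytocin at 75 nM as the full agonist control; some results filed as inactive read as strong as hits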
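Assay system: CHO cell line stably expressing human OTR | Also added: Oxytocin at about EC15, sub-maximal agonist stimulus | Times: Compound 6 min at room temperature before oxytocin, 100 s read | Measured by: Fluo-8 intracellular calcium fluorescence, ex 470-495, em 515-575 nm | Controls: EC15 oxytocin alone as 0%, 75 nM oxytocin as 100%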
NALP1 yeast inh = NALP1 inflammasome inhibitors in reconstituted yeast, colorimetric, S. cerevisiae, triplicate retest; S. cerevisiae NALP1/ASC/caspase-1 growth, X-gal OD620, 72 h; inhibition, % at 10 µM; 0.61% of 280,000 active; in the data active means inhibition mostly above about 24%, no sharp cut-off; inactive means mostly below about 32%; further: some compounds called inactive have numbers as strong as hits
MEKK2mut PB1 HTS = MEK5 binding signal on mutant MEKK2 PB1, primary screen, biochemical, multiplex bead flow cytometry, Alexa488-MEK5; Alexa488-MEK5 binding to MEKK2 mutant; percent response, % at 10 µM; 0.35% of 290,000 active; AID 1530, 2009; in the data active means percent response above about 24%, passing the limit was not always enough; further: inactives centre near 1; some results filed as inactive read as strong as hits
GalR3 antag = GalR3 antagonists in HEK293 cells, primary screen, cell-based, fluorescence readout | Galanin receptor type 3 (Homo sapiens), O60755 | HEK293 GalR3-CNG cAMP membrane potential fluorescence; galR3 body fused to GalR1 C-terminus | inhibition, % at 3 µM | 0.44% of 360,000 active | AID 651719, 2012;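 active means inhibition above the screen-wide average plus 3 SD, cut at about 13% in these data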;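 further: forskolin and galanin both at EC90 stimulate the cells; cAMP rise reported by CNG channel membrane potential dye signal; 0% = forskolin plus galanin with DMSO and 100% = forskolin alone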
Target sequence (O60755 1-299 limits assumed): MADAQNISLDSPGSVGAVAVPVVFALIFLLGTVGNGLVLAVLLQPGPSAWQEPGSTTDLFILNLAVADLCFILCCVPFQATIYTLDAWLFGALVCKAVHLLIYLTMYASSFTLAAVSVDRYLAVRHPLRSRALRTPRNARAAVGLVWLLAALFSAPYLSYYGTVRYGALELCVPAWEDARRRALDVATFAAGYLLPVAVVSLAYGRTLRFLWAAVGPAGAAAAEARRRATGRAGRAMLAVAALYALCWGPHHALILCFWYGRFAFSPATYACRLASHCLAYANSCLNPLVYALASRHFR
V1aR counter = agonists of human V1a receptor, primary screen, counter-screen for OXTR agonist project, fluorescence, CHO-V1R cells; AID 2797, 2010; 0.25% of 320,000 active; Fluo-8 calcium fluorescence, agonist mode; 0% DMSO, 100% 3 nM vasopressin; activation, % at 3 µM; Vasopressin V1a receptor (Homo sapiens), P37288;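 active means activation above the mean activation of all tested compounds plus 3 SD, per screening run, cut at about 20% in these data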;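 further: signal is peak over basal fluorescence ratio across a 100 second FLIPR read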
Target sequence (P37288 whole entry, looked up): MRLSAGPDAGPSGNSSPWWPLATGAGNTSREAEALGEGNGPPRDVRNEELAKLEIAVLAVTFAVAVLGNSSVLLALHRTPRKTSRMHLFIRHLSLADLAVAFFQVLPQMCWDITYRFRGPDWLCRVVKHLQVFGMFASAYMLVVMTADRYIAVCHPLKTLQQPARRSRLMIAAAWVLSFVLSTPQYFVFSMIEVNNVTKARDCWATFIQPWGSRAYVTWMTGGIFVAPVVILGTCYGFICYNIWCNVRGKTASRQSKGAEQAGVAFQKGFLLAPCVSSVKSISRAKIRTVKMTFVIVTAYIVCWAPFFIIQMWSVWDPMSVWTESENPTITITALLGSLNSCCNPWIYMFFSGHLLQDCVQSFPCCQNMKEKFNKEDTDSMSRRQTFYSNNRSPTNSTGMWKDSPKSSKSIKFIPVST
Active calls of the source: *; · = not tested or not shown.

SMILES	GPR7 antagonist	MEKK2 WT-MEK5	M18AAP inhibitor	OXTR ag	OXTR potentiate	NALP1 yeast inh	MEKK2mut PB1 HTS	GalR3 antag	V1aR counter
Cc1onc(-c2ccccc2)c1C(=O)N1CCN(CCc2ccccc2)CC1	-3	92	5	0.0	-7	4	-8	-4	0.1
C=CCn1c(SCC(=O)NC2(C)CCS(=O)(=O)C2)nc2ccccc21 (configuration not stated)	·	·	·	0.6	-3	·	·	1	1.2
Cc1ccc(-n2ncc3c(NCc4ccccn4)ncnc32)c(C)c1	-12	105	3	-0.6	-8	9	4	-1	-1.0
C=CC[C@@H](CC(=O)N[C@H](CO)Cc1ccccc1)C(=O)N[C@@H](COC(=O)[C@H](CC=C)CC(=O)OC(C)(C)C)Cc1ccccc1	·	·	·	-1.6	-7	·	·	-9	-1.0
COc1cc(NCCCC(C)N)c2ncccc2c1 (configuration not stated)	-2	102	22	·	·	·	6	-2	·
CCOC(=O)N1CCN(C(=O)C2CCC(=O)N(Cc3ccc(Cl)cc3)C2)CC1 (configuration not stated)	-10	104	0	0.3	-1	8	4	-1	0.6
CC(C)(C)OC(=O)N1CCC2(CC1)Oc1ccc(F)cc1C(=O)C21CC(c2cccnc2)=NO1 (configuration not stated)	·	88	·	0.0	-12	-10	3	-6	-0.4
Cc1ccc(CCNC(=O)C23CN(Cc4ccccc4)CC2C(c2cccc([N+](=O)[O-])c2)=NO3)cc1 (configuration not stated)	-4	·	-2	-1.9	-11	24	·	-7	0.3
O=C(Nc1ccc(S(=O)(=O)N2CCCCC2)cc1)C1CC1	-4	94	0	3.1	-3	13	-4	-9	2.1
CCN(CC)c1ccc([C@H]2[C@@H]3CCCC[C@]3(O)CCN2CC(=O)NCc2ccco2)cc1	6	91	23	-2.4	-5	·	-13	-2	-0.2
O=C(C1CCCO1)N1CCN(C(=S)Nc2cccc(Cl)c2)CC1 (configuration not stated)	1	106	-4	0.6	-6	20	0	-3	1.6
COc1ccc(C(=O)NCC(=O)N/N=C/c2ccc(C)o2)cc1OC	16	104	4	0.2	-2	17	2	0	0.0
COc1ccc(OCc2cc(C(=O)NC(C)Cc3ccccn3)no2)c(Cl)c1 (configuration not stated)	-10	102	2	1.8	-23	11	-9	-2	2.4
CCCN=C(N)/C(C(=O)OCC)=C(\O)c1ccc(OC)cc1	-17	98	3	1.0	2	21	4	-8	1.8
CC(C)(C)NC(=O)NC(=O)CN1CCN(c2ccccc2)CC1	2	91	3	-1.5	-10	5	-6	-6	-0.7
COC(=O)c1cccnc1NC(=S)NNC(=O)c1ccccc1	2	94	0	-0.3	-3	-3	-4	-1	-0.4
CC12CCC(C(=O)NCCN3CCCCC3)(CC1=O)C2(C)C (configuration not stated)	-6	87	-6	1.9	2	17	-11	-3	0.7
N=c1sccn1CC(=O)NCCc1ccc(Cl)cc1Cl	-10	102	1	0.7	-10	15	0	-7	1.0
Cn1c(SCC(=O)Nc2ccccc2F)nnc1C1CCCCC1	-18	99	-1	-1.2	-8	15	-4	2	0.1
COC(=O)c1ccc(CSc2nc3c(c(=O)n2-c2ccc(F)cc2)SCC3)o1	-2	104	1	-1.7	-3	-9	2	-5	-0.1
NC(=O)C[n+]1ccc(/C=N/O)cc1	-4	96	-1	0.8	-4	4	-6	-1	0.4
O=C(CCNS(=O)(=O)c1ccccc1)OCC(=O)c1ccc(Br)cc1	·	·	·	10	-18	·	·	-5	10
COc1ccccc1OCCSc1nc2ccccc2n1CC(O)CO (configuration not stated)	1	112	-2	-0.3	-5	37	4	-8	0.5
Cc1cccc(-n2ncc(Cl)c(Cl)c2=O)c1	10	111	-5	-1.2	-2	-31	7	-10	-1.0
COc1ccc(Cl)cc1C(=O)NNC(=O)CN1C(=O)C2CC=CCC2C1=O (configuration not stated)	-8	103	-3	0.2	2	-15	-2	-2	4.1
COc1ccc(/C=N/NC(=O)c2nnn(-c3nonc3N)c2CN(C)c2ccccc2)cc1	0	96	-2	7.6	-11	28	-2	0	9.7
CCc1c(O)nc(SCC(=O)Nc2nc3ccccc3s2)n(-c2ccccc2)c1=O	-4	95	3	2.2	2	·	-13	-1	0.3
Cc1ccc(SCCNC(=O)C(C)C)cc1	1	92	2	-1.0	-4	7	1	-1	0.4
NS(=O)(=O)c1ccc(CCNC(=O)CSc2ncnc3ccccc23)cc1	-19	95	-2	-0.3	-8	4	-1	-5	0.8
COc1ccc(NC(=O)CN(C)C(=O)c2cc(-c3ccc(Cl)cc3)nc3ccccc23)cc1	·	·	·	-0.5	-7	·	·	-3	-1.5
CCN1C(=O)c2ccccc2Sc2ccc(C(=O)NCCN3CCOCC3)cc21	-12	96	2	-0.1	-3	27	-3	4	0.6
O=C(COC(=O)C1CC2CCCC(C1)C2=O)NNC(=O)c1ccccc1F (configuration not stated)	·	·	·	0.7	-11	·	·	-6	-0.2
COc1cc(/C=C2\SC(=S)N(C(C(=O)O)c3ccccc3)C2=O)cc(OC)c1OC (configuration not stated)	-9	95	15	-0.4	1	-8	-19	0	-0.6
COc1ccc(CNC(=O)CN(Cc2ccc(OC)cc2)C(=O)CCC(=O)Nc2nccs2)cc1	-17	96	4	-0.2	-11	-3	0	-10	1.0
Cc1ccccc1OCC(=O)Nc1ccc(NC(=O)c2ccco2)cc1	9	87	6	-0.5	-6	0	-6	-3	1.5
CCCCn1c(N)c(N(CC)C(=O)c2cc(S(=O)(=O)N3CCCCCC3)ccc2OC)c(=O)[nH]c1=O	·	·	·	-0.5	0	·	·	-2	-1.0
CSc1ccc2[nH]c(=O)cc(C)c2c1	-2	106	-10	-1.5	-8	14	8	0	-0.3
C[C@H](NC(=O)c1ccco1)C(=O)NNC(=O)c1ccc(F)cc1	·	·	·	1.1	-7	·	·	-3	1.0
Cc1ccc(N(Cc2cc3ccc(C)cc3[nH]c2=O)S(=O)(=O)c2ccccc2)cc1	-16	101	-2	-1.8	-4	10	6	-3	-0.7
COc1ccc(C)cc1N(C(=O)Cn1nnc(-c2ccc(C)o2)n1)C(C(=O)NC1CCCC1)c1ccncc1 (configuration not stated)	1	92	4	0.5	-8	7	-2	-10	1.1
CCN1CCc2c(sc(NC(=O)c3ccc(S(=O)(=O)N(CC)c4ccccc4)cc3)c2C(N)=O)C1	-8	97	36*	7.3	-9	-13	4	-3	9.1
Cc1ccc(N2C(=O)c3ccccc3C2Nc2cccnc2)nc1 (configuration not stated)	-2	107	-2	-0.7	1	23	8	·	0.0
O=C1CS/C(=N/N=C/c2cccs2)N1	-5	105	7	0.1	-6	12	-3	0	0.7
O=C(Nc1nccs1)c1cn(-c2ccccc2)nc1-c1ccncc1	-8	109	2	-2.2	-4	9	8	-6	-0.3
Cn1cnc2c1c(=O)n(Cc1cccc(Cl)c1)c(=O)n2C	6	100	1	2.3	-5	-2	2	-7	1.8
CCOC(=O)C(=O)/C(=C\N(C)C)c1onc(-c2ccccc2)c1C(=O)OC	-18	99	-1	0.0	-2	29	-8	0	0.2
O=C(c1cccc([N+](=O)[O-])c1)N1CCN(Cc2ccc3c(c2)OCO3)CC1	-4	104	5	-0.3	-10	4	3	2	0.7
NS(=O)(=O)c1ccc(CCNC(=O)NC23CC4CC(CC(C4)C2)C3)cc1	-15	97	1	0.6	-2	-3	-3	5	0.1
COc1cnc(-c2ccccc2)nc1Oc1ccc(Cl)cc1C	-3	95	-5	-1.5	0	26	-4	3	-0.1
CCC(C(=O)Nc1cccnc1)n1c(=O)[nH]c2ccccc2c1=O (configuration not stated)	1	101	-4	0.6	-8	9	2	-8	0.5
(continued)
SMILES	GPR7 antagonist	MEKK2 WT-MEK5	M18AAP inhibitor	OXTR ag	OXTR potentiate	NALP1 yeast inh	MEKK2mut PB1 HTS	GalR3 antag	V1aR counter
COc1cc(/C=N/N=C2/NC(=O)C(Cc3ccccc3)S2)ccc1O (configuration not stated)	-10	84	0	0.0	-6	10	-11	12	0.7
CCc1ccccc1NC(=O)c1cc(-c2cccc(O)c2)on1	-16	89	7	-1.4	-4	-26	-4	·	0.1
Cc1ccc(NC(=O)CSC(C)C(=O)OC(C)C(=O)NC2CCCCC2C)cc1 (configuration not stated)	·	·	·	-1.3	-4	·	·	-3	-0.9
CCCc1nc2sc(C(=O)OCC)c(N)c2c2c1COC(C)(C)C2	-2	106	-4	-0.8	-8	16	7	2	0.4
COc1ccc(NC(=O)Cc2cccc3ccccc23)cc1	10	104	1	-1.2	-14	·	-1	-2	1.2
CCOc1ccc(-n2c(=O)c3sccc3n(CC(=O)NC3CCCCC3)c2=O)cc1	4	99	4	-0.2	-8	28	-2	4	-0.6
CCc1nnc(NC(=O)c2cc([N+](=O)[O-])ccc2N2CCOCC2)s1	·	·	·	0.8	5	·	·	-6	0.1
O=C(O)COc1ccccc1C=NNc1ccc([N+](=O)[O-])cc1S(=O)(=O)Nc1ccc(Cl)cc1	·	·	·	10	-4	·	·	-3	0.8
COc1ccc(CC2=C(O)c3ccccc3C(=O)C2=O)cc1	-4	107	17	-1.4	-5	1	6	-8	-1.1
CCOC(=O)C1(CC2CCCCO2)CCN(S(=O)(=O)c2ccc(C)s2)CC1 (configuration not stated)	-15	92	2	-1.7	-20	5	-3	-4	-0.3

Arranged by number of heavy atoms (smallest number first): some entries from above
SMILES	GPR7 antagonist	MEKK2 WT-MEK5	M18AAP inhibitor	OXTR ag	OXTR potentiate	NALP1 yeast inh	MEKK2mut PB1 HTS	GalR3 antag	V1aR counter
O=C(Nc1ccc(S(=O)(=O)N2CCCCC2)cc1)C1CC1	-4	94	0	3.1	-3	13	-4	-9	2.1
O=C(c1cccc([N+](=O)[O-])c1)N1CCN(Cc2ccc3c(c2)OCO3)CC1	-4	104	5	-0.3	-10	4	3	2	0.7
COc1ccc(OCc2cc(C(=O)NC(C)Cc3ccccn3)no2)c(Cl)c1 (configuration not stated)	-10	102	2	1.8	-23	11	-9	-2	2.4

New compounds follow.
SMILES	GPR7 antagonist	MEKK2 WT-MEK5	M18AAP inhibitor	OXTR ag	OXTR potentiate	NALP1 yeast inh	MEKK2mut PB1 HTS	GalR3 antag	V1aR counter
Nc1ccc(-c2nc3cc(N)ccc3o2)cc1	-9	99	2	1.1	7	7	4	-8	-0.1
C[C@@H](NC(=O)[C@@H]1Cc2ccccc2CN1)C(=O)NCC1CCCO1 (some centres not stated)	-5	101	-18	0.9	1	-4	2	-6	0.6
O=C(O)c1cc(/C=N\O)ccc1OCc1ccccc1	-10	116	3	0.5	6	26	9	-8	0.7
CC(C)(C)NC(=O)c1ccccc1NC(=O)C1CC(=O)N(C2CCCCC2)C1 (configuration not stated)	-3	93	1	0.1	-7	1	-5	-5	0.5
CCOc1ccc(C2NC(=O)C(C#N)=C(S)N2c2ccc(OC)cc2)cc1OC (configuration not stated)	-5	92	1	-0.6	-4	16	-4	-5	0.1
CSc1ccc(/C=c2\s/c(=C\C(=O)C(C)(C)C)n(CC(=O)NCCC3=CCCCC3)c2=O)cc1	-7	97	0	0.2	-3	36	2	-4	0.4
